High-throughput results as filed in PubChem.
H37Rv inhibition = M. tuberculosis growth inhibition, HTS (AID 449762); M. tuberculosis H37Rv growth inhibition, 7H9 media; higher % means a stronger effect; one-dose inhibition, % at 25 µM; IC50 in µM for titrated hits; hit rate 0.59% among 330,000; in the data active means a potency from the dose series; inconclusive means inhibition above about 70% without an active follow-up result;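 further: bacterial growth assessed after seven days of incubation; strong numbers were not always called active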
M. tuberculosis = growth inhibition of non-replicating M. tuberculosis (AID 488890); Mycobacterium tuberculosis non-replicating, growth inhibition; higher % means a stronger effect; one-dose inhibition, % at 25 µM; IC50 in µM for titrated hits; hit rate 0.39% among 320,000; in the data active means a potency from the dose series; inconclusive means inhibition mostly from about 82% at the one dose, without a potency; inactive means the rest, 99 in 100 with inhibition below about 76%;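 further: plate controls were DMSO cells for no effect and high antibiotic wells for full effect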
influenza NS1A = H1N1 influenza NS1A inhibitors, functional cell based assay (AID 504329) | NS1A functional cell-based assay, percent inhibition; higher % means a stronger effect | inhibition, % at 12.5 µM; hits with a dose series show IC50 in µM | hit rate 0.3% among 340,000; in the data active means a potency from the dose series; inconclusive means inhibition above about 27% without an active follow-up result; further: strong numbers were not always called active
VEEV TC-83 Vero = inhibitors of VEEV TC-83 cytopathic effect, confirmation, Vero cells (AID 588727). Vero cells, VEEV TC-83 cytopathic effect inhibition; higher % means a stronger effect. inhibition, % at 20 µM; hits with a dose series show IC50 in µM. hit rate 0.13% among 350,000; in the data active means a potency from the dose series; inconclusive means inhibition mostly from about 14% at the one dose, without a potency; inactive means the rest, 99 in 100 with inhibition below about 12%; further: strong numbers were not always called active
Salmonella PhoP GFP = PhoP regulon inhibitors, Salmonella typhi PhoP promoter GFP reporter, confirmatory (AID 1850); Salmonella Typhi PhoP-promoter GFP reporter, fluorescence, 4 h; higher % means a stronger effect; inhibition, % at 50 µM; hits with a dose series show IC50 in µM; hit rate 0.33% among 310,000; in the data active means a potency from the dose series; inconclusive means inhibition mostly from about 25% at the one dose, without a potency; inactive means the rest, 99 in 100 with inhibition below about 19%;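 further: 0% = induced wells with vehicle and 100% = uninduced wells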
VEEV TC-83 Vero 10K pilot screen = also measured in VEEV TC-83 Vero; calls as there; inhibition, %; measured here: 10K pilot screen inhibition
An asterisk follows results filed as active; i = inactive; ? = inconclusive; . = no result given; & = joins results of further samples.

SMILES	H37Rv inhibition	M. tuberculosis	influenza NS1A	VEEV TC-83 Vero	Salmonella PhoP GFP	others
CCOC(=O)N1CCN(S(=O)(=O)c2ccc3c(c2)CC(C)N3C(=O)C2CC2)CC1 (stereo unspecified)	5.0%	-1.4%	6.9%	0.7%	-8.0%
O=C1CS/C(=C\[N+](=O)[O-])N1c1ccccc1	-3.9%	10.1%	-5.8%	0.7%	6.0%
Clc1ccc(CSc2nnc(NC3=NCCCCC3)s2)cc1	17.1%	44.0%	-1.5%	i	1.3%
CC(=O)c1sc(NC(=O)CCN2C(=O)c3ccccc3C2=O)nc1C	3.1%	0.2%	-12.5%	1.7%	-12.1%
COc1ccc(C2CC3CC(c4ccccc4)N2O3)cc1 (stereo unspecified)	-2.8%	11.5%	-0.7%	i	10.1%
Cc1cccc(C)c1NC1=NC(=S)N(c2ccc(C(=O)O)cc2)C12CCCCC2	3.8%	8.6%	-0.6%	8.0%	-18.4%
Cc1nn(Cc2ccccc2)c(Cl)c1C(=O)OC(C)C#N (stereo unspecified)	-1.5%	21.5%	-6.5%	?	11.1%
CCOC(=O)c1sc(C)c(C(=O)NCCCN2CCOCC2)c1N	0.8%	.	8.5%	i	-2.9%
COc1cc(NC(=O)c2cccs2)ccc1NC(=O)c1ccccc1Cl	5.0%	74.0%	-2.1%	7.7%	16.5%
COc1ccc(OC)c(CCNC(=O)c2ccc3c(c2)N(Cc2ccc(F)cc2)CCS3)c1	1.2%	29.1%	0.4%	4.0%	-2.8%
COc1cccc(-c2noc(CCC(=O)NC3CCCCC3)n2)c1	-4.1%	13.6%	3.0%	i	1.7%
CCCCN(C(=O)C1CCCC1)C1CCS(=O)(=O)C1 (stereo unspecified)	.	.	3.3%	0.2%	.
COC(=O)CCn1nnc(-c2ccc(C(C)C)cc2)n1	?	?	-2.3%	4.0%	-7.9%
O=C(Cn1cc2c(n1)CCCCC2)NCc1cccs1	-4.9%	11.3%	1.7%	i	-2.8%
CC(Sc1nnc(-c2ccc(OC(F)F)cc2)o1)C(=O)NCC1CCCO1 (stereo unspecified)	-11.5%	61.7%	-3.4%	1.8%	-5.7%
CCOc1ccc(S(=O)(=O)NCCC(=O)N(C)Cc2ccc(C)o2)cc1	0.1%	-3.0%	0.1%	i	-0.6%
CCN(C(=O)CCNC(=O)Cn1cnc2ccccc2c1=O)c1ccccc1F	-5.5%	-5.6%	3.3%	0.6%	-2.2%
CCC(O)(c1ccccc1)C(CN1CCOCC1)c1ccccc1 (stereo unspecified)	4.0%	-1.5%	-4.1%	i	7.0%
O=C(CSCc1ccc(Cl)cc1)N/N=C/c1c(Cl)cccc1Cl	-6.6%	-8.1%	-6.2%	1.8%	0.5%
CCc1ccc(C2=NN(CCC(=O)N3CCC4(CC3)OCCO4)C(=O)CC2)cc1	1.0%	3.7%	12.0%	0.4%	-3.5%
CC(C)C[C@@H](CNCC(=O)[C@H](Cc1c[nH]c2ccccc12)NC(=O)c1[nH]cnc1C(=O)N[C@H](CN)CC(C)C)NC(=O)c1nc[nH]c1C(=O)N[C@@H](CC(=O)O)C(=O)O	.	.	-2.9%	i	.
COc1ccc(-c2cn(-c3ccccc3)c(=S)[nH]2)cc1OC	1.4%	-16.9%	3.4%	2.5%	-0.7%
COC(=O)c1sc(NC(=O)CN2CCN(c3cccc(Cl)c3)CC2)c(C(=O)OC)c1C	.	.	-23.7%	2.8%	.
COc1ccccc1Nc1nc(-c2sc(N)nc2C)cs1	11.7%	1.1%	7.5%	4.0%	-0.2%
NC(=O)CC(NC(=O)c1cccc(Br)c1)c1ccc(N2CCC(N3CCCC3)CC2)c([N+](=O)[O-])c1 (stereo unspecified)	-1.4%	-7.6%	13.0%	0.5%	-1.5%
CCN1C(=O)[C@H]2[C@@H](c3ccc(-c4ccc(Cl)c(Cl)c4)cc3)N3CCCC[C@@]3(C(=O)OC)[C@H]2C1=O	14.7%	5.2%	7.6%	1.3%	9.9%
CC(C)C1NCCc2c1sc1ccccc21 (stereo unspecified)	-3.3%	16.7%	4.6%	2.8%	19.8%
COc1ccccc1C(=O)Nc1ccc(-c2nnn(CC(=O)N3CCN(C(=O)c4ccco4)CC3)n2)cc1	4.5%	17.6%	-10.9%	3.1%	-9.2%
COc1ccc(CCNC(=O)CN(c2ccc(OC)c(OC)c2)S(C)(=O)=O)cc1OC	2.1%	0.9%	12.7%	i	3.8%	VEEV TC-83 Vero 10K pilot screen=2.2
CSc1ccc(NC(=O)C(C)N2CCN(C)CC2)cc1 (stereo unspecified)	4.3%	-13.0%	-0.9%	2.3%	30.0%
CCC(C)(C)NC(=O)CN(Cc1cccs1)C(=O)CCC(=O)Nc1nccs1	-5.7%	-4.2%	0.7%	0.3%	-6.7%
O=S(=O)(Nc1cccc(-c2cn3cccnc3n2)c1)c1ccc(F)cc1	5.3%	16.5%	9.9%	0.6%	-28.4%
Cc1cccc(Nc2nnc(SC3CCOC3=O)s2)c1C (stereo unspecified)	2.1%	-1.8%	2.4%	i	-4.3%
CC(C)Cn1c(CN2CCCCC2C)nc2c1c(=O)n(C)c(=O)n2C (stereo unspecified)	-3.9%	-1.7%	6.3%	i	4.0%	VEEV TC-83 Vero 10K pilot screen=0.0
CS(=O)(=O)c1ccc(Oc2ccc(-c3nnco3)cc2)c([N+](=O)[O-])c1	8.6%	1.6%	2.7%	4.0%	0.8%
Cc1ccc(-c2cccc(C3CC=CC4C3C(=O)N(Cc3ccccc3)C4c3ccc(C(F)(F)F)cc3)c2)cc1 (stereo unspecified)	4.8%	5.6%	-8.0%	0.6%	11.8%
O=C(C1CCN(S(=O)(=O)c2ccc(Cl)s2)CC1)N1CCN(c2ccccc2)CC1	.	.	-8.4%	4.8%	.
Cn1cccc1Cc1nnc(SCC(=O)Nc2ccc(F)cc2)n1CCc1ccccc1	3.4%	42.1%	10.7%	2.6%	-10.3%
CN(CC(=O)NCc1ccccn1)S(=O)(=O)c1cc(Cl)ccc1Cl	-5.9%	-14.8%	-4.3%	2.0%	0.8%
Clc1ccc(SCCn2cncn2)cc1	-3.6%	-8.2%	-1.7%	i	-0.1%
COc1ccccc1NC(=O)C1CCN(C(=O)C2CC(=O)N(c3ccc(C)cc3)C2)CC1 (stereo unspecified)	1.2%	10.7%	4.5%	1.5%	-6.6%
O=C1CN(C(=O)c2ccccn2)c2ccccc2N1	-17.1%	-5.8%	2.1%	2.0%	-0.6%	VEEV TC-83 Vero 10K pilot screen=0.2
O=C(COC(=O)c1ccc(Cl)nc1)NCCC1=CCCCC1	-0.1%	72.2%	-5.2%	0.5%	13.4%
Cc1sc2cc(-c3cccc([N+](=O)[O-])c3)c(-c3cccc([N+](=O)[O-])c3)c[n+]2c1C	-5.3%	-13.3%	-2.4%	1.0%	-4.8%
CN(C)c1ccc(C(=O)NCc2ccc3c(c2)OCO3)cc1	-2.7%	-17.2%	-1.7%	0.6%	1.9%
CCN(CC)CC(C)CNC(=O)C1(O)c2ccccc2NC(=O)N1c1ccc(Cl)c(Cl)c1 (stereo unspecified)	1.7%	-10.2%	-9.9%	i	-2.5%
CCOC(=O)CSc1nc(-c2ccncc2)ccc1C#N	52.5%	62.7%	-4.2%	12.0%	1.7%
COC(=O)c1ccc(OCC(=O)c2ccccc2)cc1	59.1%	?	-2.1%	i	8.9%
CCCCOC(=O)Cn1c(=O)n(CC(=O)OCCCC)c2ccccc21	-2.0%	56.5%	-4.4%	0.8%	2.5%
O=C(NNC(=O)C1CCCN(c2ncccn2)C1)c1ccncc1 (stereo unspecified)	0.7%	-3.0%	0.7%	0.4%	1.3%
OCCN1CCN(c2cc(C(F)(F)F)nc3c(F)cccc23)CC1	3.1%	-18.5%	11.8%	0.4%	-17.0%
Cc1ccc(OCC(=O)N(Cc2ccccc2)C2CCS(=O)(=O)C2)c([N+](=O)[O-])n1 (stereo unspecified)	0.7%	-19.4%	-8.4%	0.2%	-0.8%
COc1ccc(Nc2nc(NCCCN3CCOCC3)nc(N)c2[N+](=O)[O-])cc1	-1.2%	-1.4%	2.1%	4.0%	-8.7%
COc1ccc(OC)c(-c2csc(NC(=O)COC(=O)C3(C)CC3(Cl)Cl)n2)c1 (stereo unspecified)	8.7%	19.2%	-8.5%	8.6%	.
COC(=O)NCCc1cc(OC)c(OC)cc1S(=O)(=O)N1CC(=O)Nc2ccccc21	-1.8%	-15.6%	-0.8%	0.1%	2.8%
NC(=O)c1ccccc1NC(=O)c1ccc2ccccc2c1	3.6%	12.4%	-0.1%	3.2%	-9.7%
CCN(CC)c1ccc(N=Cc2c(O)n(Cc3ccccc3)c(=O)[nH]c2=O)cc1	-0.9%&12.3%	-8.0%&7.8%	1.4%&3.7%	7.9%&1.8%	-13.2%&-13.8%
Cc1ccc2nc(C3CCCN(C(=S)Nc4ccccc4C)C3)[nH]c2c1 (stereo unspecified)	9.6%	24.5%	-9.1%	i	-5.2%
Cc1noc(C)c1C(=O)Nc1ccc(S(=O)(=O)N2CCCCC2)cc1	-11.1%	0.7%	3.0%	1.4%	1.6%
CS(=O)(=O)N(CC(=O)N1CCc2ccccc2C1)c1ccc(Br)cc1	0.8%	1.2%	.	0.9%	1.9%
The results go on.
SMILES	H37Rv inhibition	M. tuberculosis	influenza NS1A	VEEV TC-83 Vero	Salmonella PhoP GFP	others
CCCNS(=O)(=O)c1ccc(OCC(=O)N2CCCC2)cc1	-1.1%	-22.3%	-2.7%	1.0%	1.7%
COC(=O)c1c(N2C(=O)[C@H]3[C@@H](C2=O)[C@]2(C(=O)Nc4c2ccc(C)c4C)N2CCC[C@@H]32)sc(C)c1C	3.7%	49.1%	8.1%	6.1%	-5.0%
Cc1ccc(CNC(=O)c2cncc(Br)c2)cc1	7.5%	74.8%	-3.6%	1.1%	3.4%
CC(C)=CCN1CCN(Cc2ccc3nsnc3c2)CC1CCO (stereo unspecified)	-0.2%	19.3%	-1.2%	1.0%	-2.2%
CSC(=NC#N)N1CCN(c2ccc(Cl)cc2)CC1	7.2%	18.3%	-13.1%	i	10.3%
